Screening data from PubChem BioAssay.
UHRF1 MBD2 ctr: blocks human UHRF1 binding to methylated DNA | UHRF1 binding to methylated oligo, TR-FRET | AID 687016 | inhibition, % at 4.4 µM | hit rate 0.75% among 370,000; in the data active = inhibition above about 21%;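 note: UHRF1 SRA domain binding a hemimethylated CpG hairpin DNA probe; 0% = median of test compound wells and 100% = reference inhibitor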
DDE Tn6 FP inh: inhibitors of Tn6 peptide binding to human fibrin DD(E) | P02675 | Fibrin DD(E) TRITC-Tn6 fluorescence polarization displacement | inhibition, % at 8.3 µM | hit rate 0.21% among 370,000 | AID 720509;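 active = inhibition above a per-campaign cutoff: mean of compounds within control limits plus 3 SD, cut at about 15% in these data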;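 note: 0% = median of all compound wells on the plate and 100% = blocking peptide control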
Target sequence (P02675 whole entry, looked up): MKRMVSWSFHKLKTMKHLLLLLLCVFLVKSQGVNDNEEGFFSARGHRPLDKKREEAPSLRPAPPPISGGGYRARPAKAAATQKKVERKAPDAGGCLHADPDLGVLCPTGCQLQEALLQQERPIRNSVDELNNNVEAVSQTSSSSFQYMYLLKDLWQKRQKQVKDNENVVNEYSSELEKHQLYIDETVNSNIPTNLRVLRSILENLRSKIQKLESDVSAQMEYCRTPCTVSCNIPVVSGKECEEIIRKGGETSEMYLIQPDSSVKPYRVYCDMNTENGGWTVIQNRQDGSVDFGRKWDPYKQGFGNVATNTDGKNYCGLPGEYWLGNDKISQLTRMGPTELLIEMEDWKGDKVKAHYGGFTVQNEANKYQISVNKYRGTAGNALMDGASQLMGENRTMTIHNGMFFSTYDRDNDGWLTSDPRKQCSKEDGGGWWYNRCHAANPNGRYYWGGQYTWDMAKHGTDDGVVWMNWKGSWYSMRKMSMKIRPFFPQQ
SIAE inh: human SIAE inhibition, primary screen. Q9HAT2. SIAE FP-Rh probe binding, fluorescence polarization. inhibition, % at 9.66 µM. hit rate 0.69% among 370,000. AID 1053197;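 active = inhibition above a cutoff: mean of compounds within the control limits plus 3 SD of those, cut at about 17% in these data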;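 note: 0% = plate median of compound wells and 100% = probe without SIAE protein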
KLK7 zymogen act: activators of human kallikrein-7 zymogen; purified proKLK7, EDANS-DABCYL substrate fluorescence; 100% is mature enzyme control, 0% vehicle; activation, % at 7 µM; hit rate 0.9% among 370,000; AID 652039;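 active = activation above the mean of all tested compounds plus 3 SD, computed per campaign excluding outliers beyond control limits, cut at about 13% in these data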
DDE Tn7 FP inh: disrupts Tn7 cyclic peptide binding to fibrin D-Dimer-E complex | FP displacement of FITC-Tn7 peptide from fibrin DD(E); 0% = median of compound wells per plate | inhibition, % at 8.3 µM | hit rate 0.13% among 370,000;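 active = inhibition above the mean of compounds falling within the control limits plus 3 SD of them, cut at about 14% in these data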;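 note: 0% = plate median of compound wells and 100% = 10 µM Aha-Tn7 peptide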
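Assay system: human fibrin DD(E) protein / Input: 2 µM fibrin DD(E) / Benchmarks: high control of 10 µM Aha-Tn7 peptide / Measured by: fluorescence polarization of the labelled Tn7 tracer / Medium: Tris buffer with calcium and detergent, pH 7.8 / Timing: 10 min compound pre-incubation, 3 h probe incubation at room temperature / Repeats: one replicate per compound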
LEDGF integ inh: blocks HIV-1 LEDGF/p75-dependent DNA integration; TR-FRET IN-LEDGF/p75 DNA integration, Eu/Cy5; inhibition, % at 3.7 µM; hit rate 0.64% among 370,000; AID 743269;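 active = inhibition above the screen-wide mean plus 3 SD, cut at about 13% in these data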;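 note: signal is the Cy5 over europium emission ratio at 671 and 618 nm; 0% = plate median of compound wells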
PRMT1 inh: PRMT1 (human) inhibition, primary screen; hit rate 1.3% among 370,000; recombinant PRMT1, activity-based probe fluorescence polarization; inhibition, % at 2.79 µM;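 active = inhibition above about 21% made by adding two undisclosed values, limit read from the data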
TDP2 absorb: TDP2 (human) inhibition, absorbance primary screen; O95551; recombinant TDP2, T5PNP hydrolysis, p-nitrophenol absorbance 415 nm; inhibition, % at 12.8 µM; hit rate 0.34% among 370,000;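 active = inhibition above the mean of all tested compounds plus 3 SD, set per campaign, cut at about 25% in these data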;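 note: 0% = DMSO with enzyme and 100% = buffer with substrate but no TDP2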
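Assay system: Recombinant human TDP2 | Quantity: 120 nM TDP2 per well | Incubation: 2 h at 37 °C | Signal: Epi absorbance | Evaluation: Percent inhibition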
TCR CD3 inh: inhibitors of human TCR-CD3 interaction; TAMRA-labeled TCR probe fluorescence, biochemical; inhibition, % at 9.4 µM; hit rate 0.37% among 360,000; in the data active = inhibition above about 19%;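 note: recombinant mutant TCR 2C K166C tagged with TAMRA read by polarization; 0% = receptor in buffer alone and 100% = receptor with positive control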
MBD2 inh: blocks human MBD2 binding to methylated DNA | AID 686964 | inhibition, % at 4.4 µM | Q9UBB5 | TR-FRET, MBD2 binding to methylated oligonucleotide | hit rate 0.31% among 370,000; in the data active = inhibition above about 13%
Target sequence (Q9UBB5 whole entry, looked up): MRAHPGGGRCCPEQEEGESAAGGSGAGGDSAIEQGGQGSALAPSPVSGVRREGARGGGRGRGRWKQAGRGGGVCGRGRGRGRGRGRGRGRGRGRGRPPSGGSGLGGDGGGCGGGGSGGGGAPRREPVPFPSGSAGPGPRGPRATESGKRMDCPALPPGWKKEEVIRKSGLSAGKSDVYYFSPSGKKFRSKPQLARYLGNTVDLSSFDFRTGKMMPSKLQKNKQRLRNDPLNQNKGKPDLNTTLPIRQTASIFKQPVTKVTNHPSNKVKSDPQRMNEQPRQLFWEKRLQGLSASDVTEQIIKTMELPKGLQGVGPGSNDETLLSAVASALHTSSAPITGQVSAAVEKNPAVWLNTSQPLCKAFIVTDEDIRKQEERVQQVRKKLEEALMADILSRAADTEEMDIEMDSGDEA
* hit, by the source's call.

compound	UHRF1 MBD2 ctr	DDE Tn6 FP inh	SIAE inh	KLK7 zymogen act	DDE Tn7 FP inh	LEDGF integ inh	PRMT1 inh	TDP2 absorb	TCR CD3 inh	MBD2 inh
Cc1cccnc1NC1CCCCC1	0	8	2	0.6	-5	10	-2	2	2	-2
O=C(/C=C/c1ccccc1)N1CCN(C(=O)c2ccco2)CC1	3	3	0	0.1	5	1	-2	4	6	3
Cc1cc(C)n(CCCNC(=O)c2ccc(C)o2)n1	-3	4	8	0.2	-4	-2	1	-8	7	2
S=c1[nH]nc(CN2CCCCC2)n1Cc1ccccc1	-2	7	-1	0.3	0	-1	-3	2	8	1
C=CCCC1CN(Cc2ccc(OC)cc2)S(=O)(=O)c2c(Oc3ccc(OC)cc3)cccc2O1 (stereo not drawn)	11	-1	-2	0.3	8	0	3	2	6	3
CCN(CC)S(=O)(=O)c1ccc2nc(CCl)[nH]c2c1	0	-8	-3	-0.5	2	-2	1	16	-3	-2
O=C1c2ccccc2C2Cc3nnccc3CN12 (stereo not drawn)	-2	2	-6	0.0	-6	8	-2	-15	5	-5
COc1cccc(C2=NOC(C(=O)Nc3cccc(C(C)=O)c3)C2)c1 (stereo not drawn)	0	5	-8	0.9	-3	6	-2	-19	0	-1
O=C(CSc1ncnc2scc(-c3ccccc3)c12)Nc1ccc(C(=O)O)cc1	-1	-5	2	-0.5	6	-5	0	10	1	1
Cc1cccc(NC(=O)c2ccccc2NC(=O)Cc2ccccc2)c1C	0	-5	11	0.2	3	0	3	14	-2	10
Cc1ccc(C2(C(F)(F)F)NC(=O)N3CCN=C3S2)cc1 (stereo not drawn)	-1	2	-3	-0.7	-1	1	-4	5	4	-1
O=[N+]([O-])c1cc(/C=N\Nc2ccccn2)ccc1Cl	0	4	16	-0.2	-6	-2	-3	-18	10	-4
COc1cccc(C=NNc2ccc([N+](=O)[O-])cn2)c1OC	0	-5	-6	0.2	7	3	-1	4	0	-6
O=C(NC(CSCc1ccccc1)C(=O)N/N=C/c1ccc(O)cc1O)c1ccc([N+](=O)[O-])cc1 (stereo not drawn)	3	-11	2	-2.4	0	-7	3	-7	-3	1
O=C(COC(=O)Cc1ccccc1F)NCc1ccc(Cl)cc1	-2	1	1	0.1	-4	-3	-6	-7	4	-3
Cc1ccccc1C#N	-1	8	-5	-0.2	-1	-4	-4	-7	9	1
Cn1c(=O)oc2cc(S(=O)(=O)Nc3ccccc3F)ccc21	-3	-3	0	0.8	-5	2	-1	-8	-1	4
O=C(CSc1nnc(Cc2ccccc2)n1Cc1ccco1)NC1CCCC1	3	-9	-15	-0.4	-2	4	22*	-1	-5	2
CC(C)(C)Cc1c(C2CCCCC2)nc2ccc(Br)cn12	0	10	9	-0.5	8	3	1	-1	8	1
Nc1nc(Nc2ccc(Cl)cc2)nc2ccccc12	6	-9	-4	-0.6	-1	-1	1	0	6	4
OC(CNCc1ccc(F)cc1)(c1ccc(F)cc1)c1ccc(F)cc1	1	-4	-6	-0.2	-8	1	-4	-7	0	-6
Cn1c(N/N=C/c2cccs2)cc(=O)n(C)c1=O	-6	0	3	2.4	5	1	2	-2	2	-2
COc1cc2c(c(OC)c1OC)-c1ccc(OC)c(=O)cc1C(NC(C)=O)CC2 (stereo not drawn)	-1	-2	10	0.5	8	4	-3	-16	0	-7
O=C(Cn1cnc2c(nnn2Cc2ccc(F)cc2)c1=O)N1CCCCC1	2	-3	-2	0.0	-6	-1	-3	-4	4	1
O=C(c1cc(Sc2cccc(Cl)c2)nc2ccccc12)N1CCN(c2ccccn2)CC1	-3	-1	-6	-3.7	6	-1	-2	13	-5	-3
COc1ccccc1-n1ccnc(SCC(=O)NC2CCCC2)c1=O	2	5	-2	0.8	5	0	8	6	3	3
COc1cc(/C=N/NC(=O)C(=O)N2CCCCCC2)ccc1O	1	0	-1	-0.3	-5	5	-5	-12	-1	-9
Cc1cc(O)c(Sc2ncn[nH]2)cc1NS(=O)(=O)c1ccc(Cl)cc1	0	-6	11	-0.1	-2	6	2	0	2	-5
CCSCC(C)(C)n1[nH]c2ccccc2c1=O	1	-4	5	-3.5	-8	2	-2	-11	0	-6
COC(=O)c1ccc(CSc2nc3c(cnn3-c3ccc(C)cc3)c(=O)[nH]2)o1	0	-2	-3	-0.2	-3	1	2	9	3	2
O=C(Nc1ccc(S(=O)(=O)N2CCCCC2)cc1)c1ccc(CN2CCc3ccccc3C2)cc1	-1	0	-70	-0.3	-2	-4	-3	-1	4	-4
CC(=O)Nc1cccc(/C(C)=N/NC(=O)c2ccc3c(c2)OCO3)c1	1	2	0	-0.7	2	-1	-5	7	7	5
CN(C)c1ccc(S(=O)(=O)N2CCCCC2)cc1NC(=O)C1=NN(c2ccccc2)C(=O)CC1	3	-2	-4	-0.7	-4	-5	2	-2	-2	4
CCOC(=O)[C@@H]1[C@H]2COc3ccccc3[C@@H]2N2C(=O)N(c3ccc(F)cc3)C(=O)[C@]12C	4	-4	-4	0.0	9	-2	-3	0	-4	2
CCOc1ccc(S(=O)(=O)N(CC(=O)N/N=C/c2ccc(-c3ccc([N+](=O)[O-])cc3)o2)c2ccccc2)cc1	28*	-5	9	-0.1	-6	6	9	-15	-2	12
Cc1cccc(NC(=O)CCNS(=O)(=O)c2cccc3nsnc23)c1C	-1	2	-2	-0.3	-2	-2	3	4	-6	-2
COc1ccc(Nc2nc(Cl)nc(NCc3ccco3)n2)c(OC)c1	-4	-2	4	-0.3	5	4	-2	6	-1	-3
COC(=O)N/N=C/c1cn(CCOc2cccc(OC)c2)c2ccccc12	0	12	0	-0.1	8	0	-1	-9	-1	0
CCN1CCN(CCC(=O)Nc2ccc(C)cc2)CC1	1	8	7	0.2	-3	1	1	-4	5	-2
Cc1cccc(C(=O)OCC(=O)N2CCN(C(=O)c3ccco3)CC2)c1O	-2	3	1	0.0	3	-1	-1	9	-1	3
NC(=O)CSc1nc2scc(-c3ccco3)c2c(=O)n1-c1ccccc1	3	-5	7	0.1	-4	17*	76*	-3	2	1
O=C(CSc1nc2ccccc2o1)N1c2ccccc2Sc2ccc(Cl)cc21	3	-5	-9	-0.3	-1	0	3	7	-3	6
Cc1oc(-c2ccc(Cl)cc2)nc1CS(=O)CC(=O)NCCCN1CC(C)CC(C)C1 (stereo not drawn)	3	-6	3	0.5	4	-10	4	-19	7	5
C#CCOCCOCCOCCNc1nc(N2CCN(C(=O)CCCCCCCCCCNC(=O)Cn3cc(C[C@@H](C)O)nn3)CC2)nc(N2CCN(C(=O)CCCCCCCCCCNC(=O)Cn3cc(C[C@@H](C)O)nn3)CC2)n1	0	-4	-10	0.2	9	-1	0	0	3	3
Cc1ccc([N+](=O)[O-])cc1N=Nc1c(C)[nH]n(C(N)=S)c1=O	-11	4	0	-0.3	6	3	4	-5	-4	1
CCCn1nnc(NC(=O)C(C)Oc2ccc(Cl)cc2Cl)n1 (stereo not drawn)	-2	5	-8	1.1	-8	-2	-2	0	0	-1
N#Cc1ccc(Oc2ccc(C(N)=O)cc2)cc1C#N	0	7	6	0.2	-3	4	1	-1	-2	-3
Cc1ccc(-c2nc(-c3ccncc3)no2)cc1	-2	-1	2	-0.1	-4	4	0	-5	3	-1

A different layout for part of the listing above:
Order of results – UHRF1 MBD2 ctr | DDE Tn6 FP inh | SIAE inh | KLK7 zymogen act | DDE Tn7 FP inh | LEDGF integ inh | PRMT1 inh | TDP2 absorb | TCR CD3 inh | MBD2 inh
NC(=O)CSc1nc2scc(-c3ccco3)c2c(=O)n1-c1ccccc1
    3 | -5 | 7 | 0.1 | -4 | 17* | 76* | -3 | 2 | 1
O=C(CSc1nc2ccccc2o1)N1c2ccccc2Sc2ccc(Cl)cc21
    3 | -5 | -9 | -0.3 | -1 | 0 | 3 | 7 | -3 | 6

More results.
compound	UHRF1 MBD2 ctr	DDE Tn6 FP inh	SIAE inh	KLK7 zymogen act	DDE Tn7 FP inh	LEDGF integ inh	PRMT1 inh	TDP2 absorb	TCR CD3 inh	MBD2 inh
COc1ccccc1NC(=O)CSc1nnc(-c2ccoc2C)n1CCc1ccccc1	-1	7	1	0.4	-6	3	-1	2	4	-2
Cc1cnc(C(=O)OCC(=O)Nc2ccccc2-c2ccccc2)cn1	-3	5	9	0.1	-7	-1	-2	-7	5	-3
Cc1cc(Cl)c2oc(C(=O)N3CCC(O)(c4ccccc4)CC3)c(C)c2c1	3	1	-4	0.1	-5	4	3	-24	-6	-2
COc1ccc(NC(=O)Nc2ccc3nccnc3c2)cc1	-1	-1	4	0.0	-7	-1	1	4	2	0
COc1ccc(CC(NC(C)=O)C(=O)NC2CCN(C(=O)Nc3ccccc3Cl)CC2)cc1OC (stereo not drawn)	4	-4	-3	-0.2	0	3	-1	0	-8	5
CC(C)CCNC(=O)CO/N=C/c1ccccc1OC(F)F	-3	2	-5	-0.5	-5	0	1	-12	17	0
Cc1ccc(S(=O)(=O)N2CCN(C(=O)c3cc4c(s3)CCC(C)C4)CC2)cc1 (stereo not drawn)	4	-5	4	0.4	-5	-7	2	3	-2	5
C[C@H]1[C@@H](c2ccccc2)Oc2ccc(Cl)cc2S(=O)(=O)N1Cc1cccc(F)c1	1	1	-5	0.3	8	-5	3	-1	-2	1
O=[N+]([O-])c1cccnc1Oc1ccccc1F	0	-1	6	0.1	-6	0	-3	-14	1	-4
Cc1sc2ncnc(OCC(=O)NCc3cccs3)c2c1C	-2	-1	-2	0.1	4	-1	-3	1	4	-3
Cc1cc(=O)oc2c3c(ccc12)OC/C3=N/N	6	4	-7	-8.2	-1	2	14	-6	22*	-1
CNC(=S)N1N=C(c2cccs2)CC1c1ccc(OC)cc1 (stereo not drawn)	-3	7	-11	0.6	3	-5	2	0	8	0
CN(C)CCCOc1ccc(Cl)cc1Br	-1	7	0	0.6	6	3	-1	3	1	0
CCc1c(C)nc2ncnn2c1N1CCCC(C(=O)NCc2ccco2)C1 (stereo not drawn)	-1	0	-3	-0.4	5	-1	0	4	3	0
CC[C@@]1(C(=O)OC)N[C@H](CN(C)C(=O)c2ccc(C)cc2)[C@@H]2C(=O)N(C)C(=O)[C@@H]21	-1	-1	-3	-0.1	1	5	-4	-8	3	-5
Cc1cccc(C)c1NC(=O)c1cccc(C(=O)Nc2c(C)cccc2C)n1	-1	8	-12	0.5	-1	-3	2	-8	1	-1
Cc1cc(N)n2nc(C)c(-c3ccc(Cl)cc3)c2n1	-2	1	10	0.2	2	4	-6	-6	0	-1
COc1ccc(N(C)S(=O)(=O)c2cccc(C(=O)NC3CCCC(C)C3C)c2)cc1 (stereo not drawn)	4	-3	0	0.6	1	3	-1	-9	-3	1
CC(=O)Nc1ccc(SCCCC(=O)c2ccccc2)cc1	-2	8	1	0.6	2	0	35*	-1	9	1
